CHT PAM: allosteric activators of human choline transporter CHT | Q9GZV3 | CHT-expressing cells, membrane potential dye, choline EC20; hits give high values; LV-AA mutant CHT in HEK293 cells | B-score at 10 µM | 0.49% of 310,000 active | AID 488977;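 active means initial fluorescence not abnormally high and integrated response B-score, plate-corrected, over 3 SD above library mean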
Target sequence (Q9GZV3 whole entry, looked up): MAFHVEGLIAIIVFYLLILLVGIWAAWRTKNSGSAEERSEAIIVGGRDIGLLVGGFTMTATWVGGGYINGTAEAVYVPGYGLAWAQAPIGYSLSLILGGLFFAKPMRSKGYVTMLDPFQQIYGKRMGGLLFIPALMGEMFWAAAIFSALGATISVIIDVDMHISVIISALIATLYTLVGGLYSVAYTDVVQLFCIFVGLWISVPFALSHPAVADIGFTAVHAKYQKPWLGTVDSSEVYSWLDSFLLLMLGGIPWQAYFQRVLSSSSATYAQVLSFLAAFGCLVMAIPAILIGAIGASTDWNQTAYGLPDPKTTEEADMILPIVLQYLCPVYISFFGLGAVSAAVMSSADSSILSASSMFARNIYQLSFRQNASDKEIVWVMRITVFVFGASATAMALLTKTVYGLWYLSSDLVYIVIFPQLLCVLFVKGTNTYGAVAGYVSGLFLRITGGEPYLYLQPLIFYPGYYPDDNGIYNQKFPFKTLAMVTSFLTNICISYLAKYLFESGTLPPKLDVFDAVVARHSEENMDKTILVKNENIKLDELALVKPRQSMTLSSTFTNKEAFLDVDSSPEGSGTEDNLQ
CHT inh: inhibits the human high affinity choline transporter. Q9GZV3. CHT-expressing cells, membrane potential dye, choline response; hits give low values. B-score at 10 µM. 0.86% of 310,000 active. AID 488975;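 active means B-score over 3 SD under the library average, and starting fluorescence ratio not unusually high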;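 further: choline stimulus applied at its EC90 after an EC20 pre-addition; B-score computed on integrated fluorescence ratio after choline addition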
STK33 inh: human STK33 kinase inhibition. Q9BYT3. purified STK33, MBP phosphorylation, ADP-Glo luminescence. inhibition, % at 10 µM. 0.073% of 320,000 active;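 active means inhibition at or above 25%, using the most active replicate where run in duplicate; inactive means inhibition below 25%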
Target sequence (Q9BYT3 whole entry, looked up): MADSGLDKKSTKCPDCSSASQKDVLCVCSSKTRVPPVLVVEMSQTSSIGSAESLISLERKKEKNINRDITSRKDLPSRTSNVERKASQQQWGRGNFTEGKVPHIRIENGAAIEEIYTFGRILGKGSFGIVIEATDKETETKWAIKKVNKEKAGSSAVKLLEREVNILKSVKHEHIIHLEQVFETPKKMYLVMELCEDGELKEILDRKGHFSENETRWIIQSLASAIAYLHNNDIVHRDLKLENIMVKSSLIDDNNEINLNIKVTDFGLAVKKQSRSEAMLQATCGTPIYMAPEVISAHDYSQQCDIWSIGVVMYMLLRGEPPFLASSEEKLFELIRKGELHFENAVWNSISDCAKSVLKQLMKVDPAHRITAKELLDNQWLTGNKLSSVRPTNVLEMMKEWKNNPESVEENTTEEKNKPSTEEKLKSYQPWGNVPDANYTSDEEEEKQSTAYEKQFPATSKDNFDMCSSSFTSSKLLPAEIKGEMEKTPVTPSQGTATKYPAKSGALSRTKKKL
* hit, by the source's call; i = inactive; / = not tested or not shown.

SMILES	CHT PAM	CHT inh	STK33 inh
O=C(Nc1ccc(F)cc1)c1ccc(S(=O)(=O)NCc2cccnc2)cc1	i	i	1.8
N#C/C(C(=O)N1CCCCC1)=C1/N=C(N)c2ccccc21	i	i	-0.3
COC(=O)COc1ccc(S(=O)(=O)N2CCCCCC2)cc1C	i	i	0.8
CCC(C)c1ccccc1NC(=O)COC(=O)c1ccc2[nH]c3c(c2c1)CCCC3 (stereo not given)	i	i	-1.0
CC(=O)NS(=O)(=O)c1ccc(N=NN2CCOCC2)cc1	i	i	-1.0
CC(=O)c1c(C(C)=O)c(C)n(NC(=O)c2ccc(Cl)cc2)c1C	i	i	0.2
CC1CCCC(=C\c2ccccc2)/C1=N/O (stereo not given)	i	i	-0.3
S=C(Nc1ccc2c(c1)OCO2)NC1CCN(Cc2ccccc2)CC1	i	i	0.3
CCOC(=O)CCCn1c(C)nc(=O)c(-c2ccccc2)c1C	i	i	-0.8
CC1CN(C(=O)c2ccccc2Oc2ccccc2)CC(C)O1 (stereo not given)	i	i	0.0
Cc1ccc(C)c(NS(=O)(=O)c2c(C)nc3sccn3c2=O)c1	i	i	0.2
CC(/C=C/C=C/c1ccccc1)=N/NC(=O)CNc1ccc(C)cc1	i	i	-1.9
CSCC[C@H](NC(=O)C1CCN(S(=O)(=O)c2ccc(C)cc2)CC1)C(=O)NCc1ccco1	i	i	-0.5
CC(/C=N\NC(=O)c1cccnc1)c1ccccc1 (stereo not given)	i	i	-1.3
CCN(c1cccc(C)c1)S(=O)(=O)c1ccc(-c2ccc(=O)[nH]n2)o1	i	i	-0.2

A draw from above in order of molar mass, low to high:
SMILES	CHT PAM	CHT inh	STK33 inh
N#C/C(C(=O)N1CCCCC1)=C1/N=C(N)c2ccccc21	i	i	-0.3
CC1CN(C(=O)c2ccccc2Oc2ccccc2)CC(C)O1 (stereo not given)	i	i	0.0
CC(=O)c1c(C(C)=O)c(C)n(NC(=O)c2ccc(Cl)cc2)c1C	i	i	0.2
Cc1ccc(C)c(NS(=O)(=O)c2c(C)nc3sccn3c2=O)c1	i	i	0.2
CSCC[C@H](NC(=O)C1CCN(S(=O)(=O)c2ccc(C)cc2)CC1)C(=O)NCc1ccco1	i	i	-0.5

Carrying on:
SMILES	CHT PAM	CHT inh	STK33 inh
CCCS(=O)(=O)NCCc1cc2ccc(C)cc2[nH]c1=O	i	i	-0.9
Cc1ccc(C)c(-n2c(Cc3cc(=O)[nH]c(=O)[nH]3)nnc2SCC(=O)NCC2CCCO2)c1 (stereo not given)	i	i	0.5
CC(C)(C)C(=O)NCCn1ccc2ccccc21	i	i	-1.2
N=c1sccn1CC(=O)Nc1ccccc1Oc1ccccc1	i	i	0.0
O=C(O)CCC(=O)Nc1nnc(C(F)(F)F)s1	i	i	0.3
C=CCn1c(SCC(=O)NC2(C#N)CCCCC2)nnc1-c1ccncc1	i	i	0.3
Cc1sc2ncnc(OCC(=O)NCc3cccs3)c2c1C	i	i	0.1
COc1cc(-c2cn[nH]c2N)cc(OC)c1OC	i	i	1.0
O=C1c2ccccc2C(=O)C12OC2c1cccc2ccccc12 (stereo not given)	i	i	-3.0
COc1ccc2ccccc2c1/C=N/NC(=O)c1nnn(-c2nonc2N)c1C(C)C	i	i	2.4
Cc1nnc(SC(C)C(=O)Nc2ccc(S(=O)(=O)NC3CCCCC3)cc2)s1 (stereo not given)	i	i	0.1
O=C(CSCc1c[nH]c(=O)[nH]c1=O)OCC(=O)c1ccc(Br)cc1	i	i	-0.8
Cc1nc(-c2ccc(C(=O)N3CCOCC3)cc2)cs1	i	i	-0.9
COc1ccc(C(=O)Nc2nnc(C3=COCCO3)o2)cc1	i	i	-0.8
CCOC(=O)c1sc(NC(=O)CSc2nc3ccccc3s2)c(C(=O)OCC)c1C	i	i	-1.1
Fc1ccc2nc(-c3ccccc3)nc(SCc3nnc(-c4ccccc4)o3)c2c1	i	i	/
N#Cc1ccccc1OCC(=O)OCC(=O)N1CCN(C(=O)c2ccco2)CC1	i	i	-2.1
O=C1C=CC(=O)N1Nc1ccc(Br)cc1	i	i	-1.1
CCOc1ccc(S(=O)(=O)NC(Cc2c[nH]c3ccccc23)C(=O)O)cc1 (stereo not given)	i	i	-1.1
CC(=O)N1[C@H](C)C=C[C@]1(Cc1ccccc1)C(=O)NCCN1CCOCC1	i	i	0.6
CCn1cc(C(=O)N2CCCc3ccccc32)c2cc(OC)c(OC)cc2c1=O	i	i	1.2
Cc1ccc(C(C(=O)NC(C)(C)C)N(Cc2ccco2)C(=O)CCC(=O)Nc2ccccn2)cc1 (stereo not given)	i	i	-0.5
CCOc1ccc(CCNC(=O)c2cc3sccc3n2CC)cc1OCC	i	i	0.2
Cc1nn(C)c(Oc2cccc(Cl)c2)c1C(=O)Nc1ccc(F)cc1F	i	i	0.8
COc1cccc(CC(=O)NC2CCSc3ccccc32)c1 (stereo not given)	i	i	-1.9
Cc1onc(-c2ccccc2)c1CNC(=O)Nc1ccc(F)cc1F	i	i	-0.4
C=CCn1c(=O)c(C(=O)Nc2ncccc2O)c(O)c2ccccc21	i	i	-2.2
CCOC(=O)c1ccc2nc(NC(=O)c3ccco3)sc2c1	i	i	1.7
O=C(NC12CC3CC(CC(C3)C1)C2)c1ccc(-c2ccccc2Cl)o1	i	i	1.6
O=c1[nH]c2ccccc2s1	i	i	-0.9
CCOC(=O)c1nc(Nc2cccc(C)c2)c2ccccc2n1	i	i	1.4
COc1ccc(OCCCCn2c(CO)nc3ccccc32)cc1	i	i	1.2
COc1ccc(NC(=O)C(C)N2c3cccc4cccc(c34)S2(=O)=O)cc1 (stereo not given)	i	i	/
Cc1ccc2nc(SCC(=O)NC(=O)NCc3ccco3)[nH]c2c1	i	i	-0.3
COc1cc(NC(=O)c2ccc(COc3ccccc3Br)o2)cc(OC)c1OC	i	i	1.6
O=C(Nc1ccccn1)c1ccc(S(=O)(=O)N2CCCCC2)cc1	i	i	1.9
O=C(Nc1c(-c2ccccc2)nc2ccccn12)c1ccccc1F	i	i	-1.5
COC(=O)c1cc(Br)c(=O)n(CCN2CCOCC2)c1	i	i	0.1
COc1ccc(OC)c(/C=C2\SC(N3CCCCC3)=NC2=O)c1	i	i	-0.9
COc1ccnc(-n2cccc2C#N)c1C#N	i	i	-0.8
COc1c(O[C@@H]2O[C@H](CO)[C@@H](O)[C@H](O)[C@H]2O)cc2c(c1OC)-c1ccc(SC)c(=O)cc1C(NC(C)=O)CC2 (stereo not given in full)	i	i	/
Cc1ccc(NC(=O)c2oc3ccccc3c2C)nc1	i	i	1.6
O=C(CCS(=O)(=O)c1ccc(Br)s1)NCc1ccc2c(c1)OCO2	i	i	4.7
C=C1CC[C@@H]2[C@](C)(CO)[C@H](O)CC[C@@]2(C)[C@@H]1/C=C/C1=CCOC1=O	i	i	0.7
COc1cc(/C=N/OCC(=O)NC23CC4CC(CC(C4)C2)C3)ccc1OCc1ccccc1	i	i	0.2

Exported in markdown: part of the list above.
| Molecule | CHT PAM | CHT inh | STK33 inh |
| --- | --- | --- | --- |
| COC(=O)c1cc(Br)c(=O)n(CCN2CCOCC2)c1 | i | i | 0.1 |
| COc1ccc(OC)c(/C=C2\SC(N3CCCCC3)=NC2=O)c1 | i | i | -0.9 |
| COc1ccnc(-n2cccc2C#N)c1C#N | i | i | -0.8 |
| COc1c(O[C@@H]2O[C@H](CO)[C@@H](O)[C@H](O)[C@H]2O)cc2c(c1OC)-c1ccc(SC)c(=O)cc1C(NC(C)=O)CC2 (stereo not given in full) | i | i | / |
| Cc1ccc(NC(=O)c2oc3ccccc3c2C)nc1 | i | i | 1.6 |

Further entries
SMILES	CHT PAM	CHT inh	STK33 inh
Cc1cc2[nH]c(=O)c(=O)[nH]c2cc1S(=O)(=O)Nc1cccc(F)c1	i	i	2.4
CS(=O)(=O)Nc1nnc(CCc2ccccc2)s1	i	i	-0.5
Cc1ccccc1Nc1nc(N)nc(COC(=O)c2cccc(S(=O)(=O)N(C)C)c2)n1	i	i	0.1
C=CCn1c(=S)[nH]c2sccc2c1=O	i	i	-2.6
COc1cc2c(cc1OC)C(=S)NC(C)(C)C2	i	i	0.1
CSc1nnc(-c2ccccc2)n1C	i	i	-1.6
O=C(Nc1cccnc1)c1ccco1	i	i	0.1
Cn1nc([N+](=O)[O-])nc1Sc1nnnn1-c1cccc(C(=O)O)c1	i	i	-4.6
CCCOc1ccc(-c2nc(OC)c3ccccc3n2)cc1	i	i	1.6
C=CCNc1sc(C(=O)c2ccc(C)cc2)c(N)c1C#N	i	i	0.8
CNC(=S)N1CCC(NC(=O)c2ccco2)CC1	i	i	0.1
COc1ccccc1NC(=O)C1=C(C)Nc2nnnn2C1c1ccccn1 (stereo not given)	i	i	-2.2
CCn1nc(C(=O)OCC(=O)c2cc(C)n(Cc3cccs3)c2C)c2ccccc2c1=O	i	i	-1.0
Cc1cc(C)n(CCNC(=O)CC2C(=O)NCCN2Cc2ccc(C)o2)n1 (stereo not given)	i	i	-1.3
Cc1ccc(C(=O)N2CCN(Cc3ccc4c(c3)OCO4)CC2)cc1[N+](=O)[O-]	i	i	-1.4
O=S(=O)(O)c1cccc2c(N=Nc3ccc(O)c4ncccc34)cccc12	i	i	-1.5
Cc1csc2nc(O)c(C(=O)NC3CCCCC3C)c(=O)n12 (stereo not given)	i	i	-0.7
Cc1ccc(OCC(=O)N[C@@H](C)c2nnc3ccccn23)cc1C	i	i	1.5
COc1cccc(NC(=O)CSC2=C(C#N)C(c3ccco3)C3=C(CCCC3=O)N2)c1 (stereo not given)	i	i	-2.3
Cc1nc(CC(=O)N2CCN(c3cccc(C)c3C)CC2)cs1	i	i	1.0
O=C(CSc1nnc(Cc2cccs2)n1C1CCCCC1)N1CCN(C(=O)c2ccco2)CC1	i	i	-1.0
C=CCOC(=O)C1=C(C)NC(=O)NC1c1ccc(OC(=O)c2ccco2)c(OC)c1 (stereo not given)	i	i	0.3
COc1cc2c(cc1OC)C(c1cccc(OC)c1OC)CC(=O)N2 (stereo not given)	i	i	-1.2
c1ccc(OCc2nnc(-c3ccccc3)o2)cc1	i	i	-0.7
CC12CCC(C(=O)N3CCCc4ccccc43)(OC1=O)C2(C)C (stereo not given)	i	i	-1.6
COc1ccccc1C(=O)NC(=O)COC(=O)c1ccc(Cl)nc1	i	i	-1.5
CCOc1ccc(NC(=O)N(CCC(C)C)C(C)c2ccco2)cc1 (stereo not given)	i	i	-1.6
CN(CC(=O)Nc1cccc(S(=O)(=O)N2CCCC2)c1)CC(=O)Nc1ccc(Cl)c(C(F)(F)F)c1	i	i	-0.6
COc1ccc(CNc2nc3nc(C)cc(C)n3n2)cc1OC	i	i	-1.5
CC(=O)Nc1ccc(NC(=O)C2CC(=O)N=C(N)S2)cc1 (stereo not given)	i	i	-0.2
CCN(Cc1ccccc1)Cc1cc(OC)cc(OC)c1	i	i	-1.5
Cc1cccc(C)c1NC(=O)CSCc1cccc(CSCC(=O)Nc2c(C)cccc2C)n1	i	i	-1.1
CCOc1ccc(-n2cc(-c3ccccc3)c3c(=O)[nH]cnc32)cc1	i	i	0.9
CCN(CC(=O)Nc1ccccc1OC)C(=O)c1ccc(N(C)S(=O)(=O)c2ccc(C)cc2)cc1	i	i	-0.4
COc1ccc(-n2cnc3cc(N)ccc32)cc1	i	i	0.5
CCOC(=O)c1c(N)sc2c1CCS(=O)(=O)C2	i	i	-4.3
COc1ccc(CC(=O)NCCC(C)C)cc1S(=O)(=O)N1CCOCC1	i	i	-1.4
CC(C)(C)OC(=O)NNC(=O)Nc1ccccc1C(F)(F)F	i	i	-0.8
CCN(CC)CC(=O)N(CC(=O)Nc1c(C)cc(C)cc1C)C1CCCCC1	i	i	0.1
CC(=C/c1ccccc1)/C=N/n1c(-c2ccco2)n[nH]c1=S	i	i	1.4
Cc1cc(C)cc(NC(=O)C(NCC2CCCO2)c2ccccc2)c1 (stereo not given)	i	i	-0.9
CC(C)(C)OC(=O)CN1C(=O)NC(Cc2c[nH]c3ccccc23)C1=O (stereo not given)	i	i	0.3
FC(F)(F)c1cccc(Cc2noc(CN3C[C@@H]4CCC[C@H]3C4)n2)c1	i	i	-2.0
O=C(c1ccco1)N1CCN(Cc2cccc([N+](=O)[O-])c2)CC1	i	i	-0.7
CN(CC(=O)NCc1ccncc1)S(=O)(=O)c1ccc2ccccc2c1	i	i	-2.3
Nc1ccc2c(C(F)(F)F)cc(=O)oc2c1	i	i	-1.5
Cc1nn(-c2ccccc2)c(C)c1/C=N/n1c(-c2ccccc2Br)n[nH]c1=S	i	i	-2.9
CC1CCCCC1NC(=O)C1CCN(S(=O)(=O)N2CCOCC2)CC1 (stereo not given)	i	i	-1.2
C=CCNC(=O)C1CCN(S(=O)(=O)c2ccccc2)CC1	i	i	0.7
Nc1nc(Cl)cc(Oc2ccccc2F)n1	i	i	-0.7
COc1ccc(NC(=O)C2C3C=CC4(O3)C2C(=O)N(CCCN2CCCCC2)C4C(=O)NC2CCCC(C)C2C)cc1 (stereo not given)	i	i	9.0
NC(=O)C1(N2CCCCC2)CCN(C(=S)Nc2ccc(F)c(Cl)c2)CC1	i	i	-1.8
Cc1cc(NC(=O)COC(=O)C2CCN(S(=O)(=O)c3ccc(Cl)cc3)CC2)no1	i	i	-0.1
O=C(c1ccco1)n1nc(-c2cccnc2)nc1NCc1ccco1	i	i	-1.1
N#Cc1c(NC(=O)CSc2nc(N)cc(=O)[nH]2)sc2c1CCCC2	i	i	-0.5
COc1cccc(/C=N/n2c(COc3ccccc3)n[nH]c2=S)c1O	i	i	2.6
NC(=O)CSc1nnc(-c2cccs2)n1-c1ccccc1	i	i	-0.8
COc1ccc(-c2csc3ncnc(N4CCN(C(=O)c5ccco5)CC4)c23)cc1	i	i	1.7

Gathered by group, the compounds so far with a COOH group
SMILES	CHT PAM	CHT inh	STK33 inh
O=C(O)CCC(=O)Nc1nnc(C(F)(F)F)s1	i	i	0.3
CCOc1ccc(S(=O)(=O)NC(Cc2c[nH]c3ccccc23)C(=O)O)cc1 (stereo not given)	i	i	-1.1
Cn1nc([N+](=O)[O-])nc1Sc1nnnn1-c1cccc(C(=O)O)c1	i	i	-4.6

From PubChem BioAssay
